Screening data as filed in PubChem.
L3MBTL1 block – blocks human L3MBTL1. Q9Y468. AlphaScreen L3MBTL1–H3K9me1 peptide binding. Potency, µM (top dose mostly 57.1 µM), without a hit: at the highest dose activity, negative = inhibition, most hits filed as inhibitors. actives 0.66% (n = 230,000). AID 485360; also: nearly all actives have a fitted effect of over 60% in size
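AlphaScreen proximity signal between nickel-chelate acceptor and streptavidin donor beads (final 10 ug/mL) reports binding of 50 nM L3MBTL1 to 75 nM biotin-H3 K9me1 peptide; complex incubated with compounds 30 min at room temperature; cefsulodin titration as control.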
Tau ThT inhib – inhibitors of human tau fibril formation, thioflavin T binding | Potency, µM (doses to about 57.4 µM), for inactives: top-dose activity, negative = inhibition, hits mostly inhibitors | recombinant tau K18 P301L (four-repeat tau fragment), heparin-induced fibrillization, ThT fluorescence | actives 2.1% (n = 270,000); also: nearly all actives have a fitted effect of over 55% in size
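Heparin-induced (20 uM) aggregation of recombinant human K18 P301L tau, 15 uM unlabeled with 0.24 uM labeled, pH 7 acetate buffer, 6 hr at 37 C with compound. Fibrils quantified by 30 uM ThT fluorescence after 1 hr ambient incubation.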
RGS12 GoLoco inh – blocks human Gai1 binding to RGS12 GoLoco peptide, red readout | P63096 | Gai1:RGS12 GoLoco peptide FP, rhodamine, 10 min | Potency, µM (highest dose often 61.6 µM), inactives show at the highest dose activity, negative = inhibition, usual class: inhibitors | actives 0.44% (n = 230,000) | AID 880; active = well fitted inhibition curve with a large enough effect, not every such curve was filed as active; inactive = no such curve, though single readings can be large or run the other way; also: nearly all actives have a fitted effect of over 30% in size; many of its hits are not listed in these tables
RECQ1 inh – RECQ1 (human) helicase inhibition; P46063; RECQ1 DNA unwinding, red fluorescence kinetic read; Potency, µM (titrated, usually from 57.3 µM), without a hit: top-dose activity, negative = inhibition, actives largely listed as inhibitors; actives 0.54% (n = 240,000);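 also: plate controls were vehicle for no effect and no enzyme for full effect; nearly all actives have a fitted effect of over 30% in size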
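RECQ1T1 50 nM; forked duplex (20 bp + 30-nt ss tails) 200 nM, ATP 2 mM final; pH 8.0, 2 mM MgCl2, 2.5 ug/ml poly(dI-dC); 15 min compound preincubation; discontinuous kinetic read over 2 h at RT.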
JMJD2E inh – inhibitors of human JMJD2E histone demethylase. Potency, µM (doses to about 57.1 µM), inactives show at the highest dose activity change, negative = inhibition, actives largely listed as inhibitors. JMJD2E catalytic domain, FDH-coupled NADH fluorescence (FDH is formaldehyde dehydrogenase). B2RXH2. AID 2147. actives 1.6% (n = 230,000); active = well fitted inhibition curve with a large enough effect, not every such curve was filed as active; inconclusive = small, poorly fitted or top-dose-only effect, or another doubt; inactive = no such curve, though single readings can be large or run the other way;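 also: 0% = wells with enzyme and -100% = buffer wells without enzyme; nearly all actives have a fitted effect of over 50% in size; many of its hits are not listed in these tables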
TexasRed fluor – counter-screen for TRb-SRC2 inhibitors: fluorescence interference; Potency, µM (doses to about 106 µM), for inactives: top-dose fluorescence change, negative = quenching; TRb/SRC2 Texas Red total fluorescence interference; actives 0.29% (n = 280,000); active = well fitted curve in either direction with a large enough effect; inconclusive = small, poorly fitted or top-dose-only effect
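Flags fluorescent or light-absorbing compounds by total fluorescence, S + 2P, at 555 nm excitation and 632 nm emission. Mixture: 20 nM Texas Red SRC2 peptide, 0.6 uM human TRb LBD, 1 uM T3, 5% DMSO; compound exposure 5 h at ambient temperature.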
Tau FP inhib – tau fibrillization inhibition (FP); P10636; K18 P301L tau heparin fibrillization, Alexa594 FP, 6 h; Potency, µM (doses to about 57.7 µM), for inactives: at the top dose activity, negative = inhibition, hits mostly inhibitors; actives 0.39% (n = 280,000); also: nearly all actives have a fitted effect of over 55% in size
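FP of Alexa 594-tau after heparin (20 uM) induction. Substrate: human K18 P301L, 15 uM unlabeled, 0.24 uM labeled. Buffer 100 mM sodium acetate pH 7. 6 hr, 37 C.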
TRb-SRC2 inh – inhibitors of human thyroid hormone receptor beta-SRC2 interaction; TRbeta-SRC2 peptide binding, fluorescence polarization; receptor liganded with 1 µM T3; Potency, µM (series often up to 106 µM), inactives show at the top dose activity change, negative = inhibition, usual class: inhibitors; actives 0.065% (n = 280,000); AID 1469;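 also: plate controls were bound peptide for no effect and peptide without receptor for full effect; nearly all actives have a fitted effect of over 50% in size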
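A fluorescence polarization screen tested compounds at multiple concentrations against complex formation between 0.6 uM TRb ligand-binding domain and 20 nM Texas Red SRC2 peptide, with 1 uM T3 present; readout after 5 hr.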
Starred values were filed as active, the others as inactive; i = inactive; ? = inconclusive; . = no result given; & = joins results of further samples; ! = repeats disagree; [ ] = dose if it differs, or a comment. Unless noted, calls follow the shape of the dose curve; as a rule, active = well fitted curve in the direction sought with a large enough effect; inconclusive = small, poorly fitted or top-dose-only effect, or another doubt; inactive = no such curve, though single readings can be large; an effect the other way counts as inactive or inconclusive. Unless noted, % is scaled to controls: 0 for no effect and ±100 for the full control effect; potency is read from the fitted curve at half-maximal effect. The list is partial; count on the stated rates, not on these rows.

SMILES	L3MBTL1 block	Tau ThT inhib	RGS12 GoLoco inh	RECQ1 inh	JMJD2E inh	TexasRed fluor	Tau FP inhib	TRb-SRC2 inh
Cc1nc2ccccc2c(=O)n1/N=C/c1c(O)ccc2oc3c(c12)CCCC3	.	?	10%	i	3%	2%	-1%	-4%
CCCCS(=O)(=O)/C=C\C1C2C=CC(C2)C1S(=O)(=O)CCCC (stereo unspecified)	3%	-3%	1%	1%	1%	-1%	-8%	7%
COC(=O)c1cnc(N2CCCN(S(=O)(=O)c3ccc(C(F)(F)F)cc3)CC2)nc1C(F)(F)F	11%	4%	3%	3%	24%	-1%	-5%	6%
CCN(CCNC(=O)C1CCN(Cc2nc(-c3ccc(Cl)cc3)oc2C)CC1)c1ccccc1	?	?	3%	i	-6%	-3%	12%	-10%
CSC(=S)N/N=C/c1ccc(N(C)C)cc1	-24%	?	10%	i	?	-4%	16%	6%
CC1(c2ccc3ccccc3c2)NC(=O)N(CC(=O)NCc2cccs2)C1=O (stereo unspecified)	0%	-15%	4%	-5%	-14%	-3%	-6%	4%
O=C(NCC1CCCO1)C(=O)c1c[nH]c2ccccc12 (stereo unspecified)	.	7%	-1%	-5%	6%	-1%	12%	0%
S=C(Nc1ccc(Cl)cc1)c1sc(N2CCCCC2)nc1N1CCOCC1	-16%	?	17%	0%	2%	0%	6%	-1%
O=C(O)Cn1cnc2sc3c(c2c1=O)CCCC3	1%	-15%	-2%	19%	?	-1%	1%	2%
CCOc1ccccc1N1CCN(C(=O)c2ccc3[nH]c4c(c3c2)CCCC4)CC1	-28%	?	-14%	-3%	?	-1%	15%	-10%
Cc1cccc(NC(=O)Cn2c(=O)n(CCc3ccccc3)c(=O)c3sc4ccccc4c32)c1	.	14%	.	.	.	0%	-17%	-8%
Cc1cc(NC(=O)c2ccc(C#N)cc2)on1	-2%	-15%	0%	7%	3%	-3%	1%	-10%
Cc1cc(C)c2[nH]c(O)c(N=NC(=S)NCC3CCCO3)c2c1 (stereo unspecified)	0%	?	11%	i	0%	-3%	4%	7%
CCOC(=O)CNc1nc(Cl)nc(Nc2ccccc2)n1	7%	1%	2%	-1%	0%	1%	-6%	-2%
O=C(O)c1ccc(NC(=O)c2cc3ccccc3o2)cc1	0%	-5%	.	.	.	1%	-5%	-4%
CN(C)CCCCSC(=N)N	.	-4%&5%&-10%	6%&8%&1%	-4%&10%&-8%	-10%&-3%	2%&0%&2%	-5%&0%&-5%	9%&4%&0%
O=C1c2ccccc2C(=O)C1(O)O	?	.	6%	32µM*	.	3%	.	-26%
Cc1ccc(-n2ncc3c(SCc4cccnc4)ncnc32)c(C)c1	0%	-6%	2%	-10%	-4%	-2%	-9%	1%
CCn1c(CNC(=O)c2ccc3c(c2)OCO3)nnc1SCC(=O)Nc1cc(C)ccc1OC	.	-4%	7%	-3%	-1%	-1%	1%	1%
C=CCNC(=S)NNC(=O)c1ccc(OCCCC)cc1	16%	4%	2%	-2%	4%	-7%	2%	-1%
Cn1nc([N+](=O)[O-])nc1N1CCOCC1	7%	0%	2%	-7%	3%	-3%	-5%	-8%
COC(=O)c1cc(NC(=O)CN(c2ccccc2OC)S(=O)(=O)c2ccccc2)ccc1Cl	3%	?	.	-4%	?	-2%	-7%	5%
CCOCCn1c(=NC(=O)c2cc3ccccc3oc2=O)sc2cc(S(N)(=O)=O)ccc21	4%	-8%	7%	2%	?	-1%	-20%	-6%
O=C(CSc1nc(-c2ccccc2F)nc2cc(=O)[nH]n12)Nc1cccc(C(F)(F)F)c1	.	-18%	.	.	.	-2%	1%	-7%
CCC(c1nc2ccccc2c(=O)n1-c1cccnc1)N1C(=O)c2ccccc2C1=O (stereo unspecified)	-4%	-7%	-10%	i	-4%	5%	3%	8%
COC(=O)c1c(NC(=O)COC(=O)c2ccc(C)s2)sc2c1CCCCC2	-15%	-3%	0%	-1%	-1%	0%	-4%	-3%
Cc1cc(C)c2cccc(NC(=S)NC(=O)c3ccccc3)c2n1	-2%	-17%	3%	1%	5%	1%	?	1%
Cc1cc(NC(=O)COc2cccc3cccnc23)no1	?	?	8%	2%	-5%	3%	2%	11%
COc1ccc(-c2ccc(-c3cc(=O)oc4cc(OC)c(OC)c(OC)c34)cc2)cc1OC	-20%	-14%	7%	i	.	7%	10%	6%
O=S(=O)(c1ccc2c(c1)CCCN2)N1CCCC2CCCCC21 (stereo unspecified)	-24%	-16%	-1%	-1%	-22%	-2%	19%	-5%

6 compounds already listed, sorted by SMILES length, smallest number first:
SMILES	L3MBTL1 block	Tau ThT inhib	RGS12 GoLoco inh	RECQ1 inh	JMJD2E inh	TexasRed fluor	Tau FP inhib	TRb-SRC2 inh
CC1(c2ccc3ccccc3c2)NC(=O)N(CC(=O)NCc2cccs2)C1=O (stereo unspecified)	0%	-15%	4%	-5%	-14%	-3%	-6%	4%
CCC(c1nc2ccccc2c(=O)n1-c1cccnc1)N1C(=O)c2ccccc2C1=O (stereo unspecified)	-4%	-7%	-10%	i	-4%	5%	3%	8%
CCn1c(CNC(=O)c2ccc3c(c2)OCO3)nnc1SCC(=O)Nc1cc(C)ccc1OC	.	-4%	7%	-3%	-1%	-1%	1%	1%
CCN(CCNC(=O)C1CCN(Cc2nc(-c3ccc(Cl)cc3)oc2C)CC1)c1ccccc1	?	?	3%	i	-6%	-3%	12%	-10%
COc1ccc(-c2ccc(-c3cc(=O)oc4cc(OC)c(OC)c(OC)c34)cc2)cc1OC	-20%	-14%	7%	i	.	7%	10%	6%
Cc1cccc(NC(=O)Cn2c(=O)n(CCc3ccccc3)c(=O)c3sc4ccccc4c32)c1	.	14%	.	.	.	0%	-17%	-8%

Next records:
SMILES	L3MBTL1 block	Tau ThT inhib	RGS12 GoLoco inh	RECQ1 inh	JMJD2E inh	TexasRed fluor	Tau FP inhib	TRb-SRC2 inh
COc1cccc([C@@H]2Oc3ccc(Br)cc3C[C@H]2OC(=O)N[C@H]2CCCc3ccccc32)c1	.	2%	-5%	10%	-6%	-2%	10%	-1%
Fc1ccc(-n2c(-c3ccc4ccccc4n3)n[nH]c2=S)cc1	3%	-1%	7%	15%	2%	0%	-6%[2.34 µM]	-1%
Cn1c(=O)[nH]c(=O)c2c1nc(Br)n2CCOc1ccccc1	.	-10%	6%	-11%	7%	-2%	-9%	1%
CC1(C)CC(=O)c2cnc(NCc3ccco3)nc2C1	-15%	11%	-4%	-13%	4%	0%	7%	-3%
O=C(NCC(c1cccnc1)N1CCN(c2ccccc2)CC1)c1ccc2c(c1)OCO2 (stereo unspecified)	3%[11.4 µM]	-9%	-2%	-2%	-3%	-4%	6%	3%
CCc1cccc2cc3c(N)c(C(=O)Nc4ccc(S(=O)(=O)N5CCCC5)cc4)sc3nc12	10%	5.6µM*	27%	-6%	-7%	3%	?	2%
O=C1CCSC2(C(=O)N(Cc3ccccc3)c3ccccc32)N1c1ccccc1 (stereo unspecified)	.	?	.	.	.	?	-17%	-6%
O=C(Nc1cccc(Cl)c1Cl)c1ccc2c(c1)N(Cc1cccc(Cl)c1)C(=O)c1ccccc1S2=O (stereo unspecified)	.	0%	.	.	.	1%	?	-2%
O=C(COc1ccccc1)NCCSCc1ccco1	?	?	4%	-13%	-2%	-3%	-3%	3%
Cn1ccc(-c2ccccc2)n1	-7%	-5%	6%	-16%	1%	-1%	6%	-2%
O=C(COC(=O)C12CC3CC(CC(C3)C1)C2)Nc1ccc(OC(F)F)cc1	.	-6%	-13%	-14%	0%	1%	?	-16%
Cc1nc2c3ccccc3[nH]c(=O)n2n1	4%	-6%	6%	-3%	-19%	0%	-9%	0%
COc1ccc(N2CCN(C(=S)Nc3cc(C)ccc3C)CC2)cc1	0%	-6%	7%	-5%	-7%	-2%	-1%	-2%
Nc1ccc(-c2ccc(N)c(O)c2)cc1O	.	.	43%[activator]	-7%	.	-23%	.	7%
CC1CCCCC1NC(=O)CN1CCC(O)(c2ccc3c(c2)OCO3)CC1 (stereo unspecified)	8%	-6%	5%	6%	5%	-1%	-8%	-5%
O=c1[nH]c(CSc2nnc(Nc3ccccc3)s2)nc2ccccc12	6%	3%	8%	-8%	6%	-3%	-2%	-1%
CC1(c2ccccc2)CC(C)(C)N(C(=O)c2cccc(Cl)c2)c2ccccc21 (stereo unspecified)	.	-10%	.	.	.	3%	-3%	-10%
CCC(C)c1ccccc1NC(=O)COC(=O)C1=COCCO1 (stereo unspecified)	3%	0%	10%	-7%	6%	-1%	5%	2%
CCc1cc2c(-c3ccccc3)cc(=O)oc2cc1OC(=O)c1cccs1	38%[activator]	6%	-11%	-8%	10%	-4%	4%	-5%
Cc1ccc2cc(C#N)c(N3CCCN(S(=O)(=O)c4ccc(F)cc4)CC3)nc2c1	57%[activator]	-5%	-3%	-9%	?	1%	-12%	-4%
CN(C(=O)CSc1nc(-c2ccccc2)cs1)C1CCS(=O)(=O)C1 (stereo unspecified)	.	-6%	5%	i	-2%	-7%	1%	-4%
CCOc1ccc(CCNC(=O)CN2CCN(Cc3ccc(F)cc3Cl)C2=O)cc1OCC	.	-8%	.	.	.	0%	4%	-6%
CN1C2CCC1CC(OC(=O)C(O)c1ccccc1)C2 (stereo unspecified)	.	-4%&2%	28µM*!	-7%&21%	0%&-2%	0%&-1%	-3%&10%	3%&7%
Cc1ccc(C(=O)N2CCn3c4c(c5cc(C)ccc53)CCCC42)cc1 (stereo unspecified)	.	?	.	.	.	5%	-3%	1%
CCOC(=O)c1nc2ccccc2c(C)c1C	.	-1%	4%	3%	-12%	-1%	4%	6%
O=C(NCCc1ccccn1)c1cc(C(=O)C2CCCCC2)c[nH]1	3%	0%	17%	-8%	-3%	-3%	-7%	9%
COc1ccc(NS(=O)(=O)c2cc(NC(=O)c3ccccc3F)ccc2N2CCCC2)cc1	-1%	-10%	-2%	-23%	?	-9%	0%	0%
CC1(C(=O)NC2CCCCC2)CCC(=O)N1Cc1ccc2c(c1)OCO2 (stereo unspecified)	.	.	11%	i	10%	-1%	8%	-2%
O=[N+]([O-])c1ccc(Sc2cccc3cccnc23)c([N+](=O)[O-])c1	.	?	11%	10%	10%	1%	-6%	-7%
